Compound activity deposited in PubChem BioAssay by Broad Institute.
esBAF inh: Bmi1 luciferase reporter increase in mESCs, primary screen, esBAF inhibitor project, mouse ES cells, Bmi1 luciferase knock-in, single point; 24 h; 100% = twice the neutral-well signal; reporter increase, % at 12.5 µM; actives 2% (n = 350,000); AID 602393, 2012; in the data active means activation above about 40%;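 further: 0% = median of the plate's neutral control wells and 100% = double that signal; a rise in the Bmi1 reporter signal indicates esBAF inhibition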
XiGFP reactiv: activators of inactive X chromosome reactivation, primary screen, imaging, XiGFP fibroblasts, GFP high-content imaging, set 2 | XiGFP mouse fibroblasts, % GFP-positive cells imaging, 3 d; cells co-treated with 5-aza-dC sensitizer; scaled so ellipticine positive control = 100% | actives 0.055% (n = 360,000) | activation, % at 7.58 µM;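 active means mean normalized replicate activation at least 10% and every replicate at or above 10%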;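 further: 0% = median of on-plate neutral control wells and 100% = ellipticine 6 µM median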
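Assay system: SV40-immortalized XiGFP fibroblast cells, line 68-5-11; buffer or medium: DMEM plus 5-aza-dC sensitizer; compound: one concentration, pinned; timing: compounds 3 days, fix/stain 15 min at room temperature; benchmarks: positive control ellipticine, 6 µM final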
F508del corr: F508del CFTR correction, initial screen, CFBE line, single point; AID 720511, 2013; actives 0.36% (n = 350,000); CFBE cells, YFP halide quenching; stimulated with forskolin plus potentiator P3; % fluorescence drop versus neutral controls; activity (quench increase), % at 7.58 µM;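 active means mean added fluorescence quench of at least 8% versus neutral control, with both replicates also reaching 8%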;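 further: cells transiently co-express mutant CFTR-F508del with the halide-sensitive YFP; corrector assay measuring rescue of mutant channel to the surface after 24 h compound exposure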
ARNT-TACC3 inh: disruptors of ARNT/TACC3 protein interaction, primary screen, biochemical, AlphaScreen, single concentration. actives 0.66% (n = 390,000). AlphaScreen His-ARNT PAS-B/GST-TACC3 binding, luminescence; TACC3 fragment carries E629A point mutation. AID 623870, 2012. inhibition, % at 9.99 µM. Transforming acidic coiled-coil-containing protein 3 (Homo sapiens), Q9Y6A5;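 active means mean inhibition of replicates at least 50% and at least half of replicates each reaching 50%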;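 further: 0% = complete ARNT plus TACC3 wells and 100% = ARNT alone without TACC3; many hits fall short of the cut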
ERAP1 inh: human ERAP1 aminopeptidase inhibitors, primary screen, biochemical, single point, plate reader; Endoplasmic reticulum aminopeptidase 1 (Homo sapiens), Q9NZ08; recombinant ERAP1, Leu-AMC fluorescence, 60 min; inhibition, % at 10.7 µM; actives 0.15% (n = 340,000); AID 652197, 2013;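 active means mean replicate inhibition of at least 30%, or all replicates individually reaching that 30% level; inactive means mean below 30% and not every replicate reaching it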;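 further: 0% = neutral control wells and 100% = L-leucinethiol positive control wells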
GSIS activator: GLuc luminescence reporter in INS-1E cells, primary screen for activators of glucose-dependent secretion of insulin | activation, % at 16.6 µM | actives 0.61% (n = 370,000) | INS-1E GLuc reporter insulin secretion, 2-3 h;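 active means lowest replicate activation of at least 40%, so every replicate reaches that level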;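 further: 0% = median of neutral control wells and 100% = median of IBMX positive control wells; some compounds called inactive have numbers as strong as hits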
RAD52 anneal inh: RAD52 DNA annealing inhibitors, primary screen, biochemical, FRET, single point, set 2 | actives 0.46% (n = 360,000) | inhibition, % at 18.7 µM | AID 651710, 2012 | recombinant RAD52 DNA annealing, FRET fluorescence;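 active means every replicate showing at least 50% inhibition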
Target sequence (P43351 whole entry, looked up): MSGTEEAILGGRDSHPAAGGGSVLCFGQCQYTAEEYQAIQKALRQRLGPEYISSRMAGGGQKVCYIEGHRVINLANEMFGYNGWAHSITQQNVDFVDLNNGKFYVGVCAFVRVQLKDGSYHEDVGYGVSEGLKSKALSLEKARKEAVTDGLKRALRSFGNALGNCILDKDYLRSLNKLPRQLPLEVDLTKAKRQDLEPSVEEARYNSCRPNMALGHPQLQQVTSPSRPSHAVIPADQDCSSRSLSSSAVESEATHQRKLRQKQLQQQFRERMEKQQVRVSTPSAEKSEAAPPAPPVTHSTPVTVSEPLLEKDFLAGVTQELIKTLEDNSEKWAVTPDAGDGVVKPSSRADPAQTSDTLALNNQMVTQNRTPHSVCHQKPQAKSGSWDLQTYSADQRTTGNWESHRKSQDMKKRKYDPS
RAD54 branch: inhibitors of human RAD54 branch migration, primary screen, biochemical, fluorescence, single point; actives 0.14% (n = 360,000); DNA repair and recombination protein RAD54-like (Homo sapiens), Q92698; RAD54 Holliday junction branch migration, FAM/BHQ fluorescence; inhibition, % at 10.4 µM;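 active means mean normalized replicate activity at least 40 and at least half of replicates scoring 40 or more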;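 further: 0% = median of neutral control wells and 100% = median of positive control wells; inhibitors cause a drop in the FAM fluorescence signal; in these data hits start at about 50%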
Active calls of the source: *; · = no result given.

SMILES | esBAF inh | XiGFP reactiv | F508del corr | ARNT-TACC3 inh | ERAP1 inh | GSIS activator | RAD52 anneal inh | RAD54 branch
O=C(Nc1ccccc1C(=O)NCc1ccccc1)C1=CSCCO1 | 5.3 | 0.1 | 3.1 | -0.9 | -1.5 | -1.2 | -10.9 | -0.7
Cc1ccc(S(=O)(=O)Nc2ccc3c(c2)C(=O)N([C@@H](C)CO)C[C@@H](C)[C@H](CN(C)S(=O)(=O)c2cn(C)cn2)OCCCC[C@@H](C)O3)cc1 | -8.0 | 0.1 | -1.4 | -6.2 | -4.0 | 11.3 | -19.9 | -1.1
CCNC(=O)C[C@H]1CC[C@@H](NC(=O)C2CCC2)[C@H](CO)O1 | -8.2 | -0.4 | 1.6 | -6.2 | 0.7 | 10.2 | -3.6 | -5.0
O=S1(=O)CCO[C@H]2Cc3ccccc3[C@H]2N1Cc1ccccc1 | -0.9 | 0.0 | 1.5 | 3.2 | 3.2 | · | -13.6 | -0.2
Cn1cnc(CCNC(=O)C[C@H]2CC[C@H]3[C@@H](COC[C@H](O)CN3C(=O)Nc3ccc(Cl)cc3)O2)c1 | 19.9 | 0.2 | 1.4 | 10.8 | -2.3 | -22.8 | 9.7 | -1.8
COc1cccc(NC(=O)C2CC(=O)N(C)C(=Nc3cccc(F)c3)S2)c1 (centres undefined) | -9.4 | · | -0.4 | 10.1 | 3.4 | -7.0 | -3.3 | -0.7
CO[C@H](CN(C)C(=O)c1ccc2c(c1)OCO2)[C@H](C)CN([C@H](C)CO)S(=O)(=O)c1ccc(F)cc1 | -4.4 | 0.0 | -1.3 | -6.8 | 0.2 | 1.1 | 6.0 | -9.3
Cc1cccc(N=Nc2c(C)[nH]n(-c3ccccc3)c2=O)c1 | · | 0.0 | -5.9 | 8.0 | 3.1 | 1.9 | -12.1 | ·
CCOC(=O)/C=c1/s/c(=C/c2ccccc2OC)c(=O)n1CC(=O)N1CCOCC1 | · | 0.0 | 0.7 | 9.9 | -0.4 | 0.5 | -21.8 | 7.0
CC1(C(=O)NNC(=S)NCC2CCCO2)CC1(Cl)Cl (centres undefined) | -2.7 | 0.0 | -5.3 | -3.8 | -4.4 | -1.9 | -7.7 | -3.5
O=C1ON=C(c2ccccc2)/C1=C/c1ccc(-c2ccccc2[N+](=O)[O-])o1 | -1.3 | 0.1 | · | · | · | -5.3 | · | -8.7
O=C(NC(=S)Nc1ccc2nc[nH]c2c1)c1ccccc1 | 55.4* | 0.1 | 1.6 | 0.6 | 3.8 | 4.8 | -9.6 | -2.4
COc1ccc(NC(=O)N(C)C[C@H]2Oc3ccc(NC(=O)NC4CCCCC4)cc3CC(=O)N([C@H](C)CO)C[C@H]2C)cc1 | -0.9 | 0.3 | -1.9 | -6.0 | 11.3 | 11.1 | 6.1 | 6.9
Cc1noc(C)c1CSCC(=O)Nc1ccc(S(=O)(=O)C(F)F)cc1 | · | 0.0 | 2.7 | -3.0 | 1.5 | 9.1 | -55.3 | 1.2
COc1cccc(C(=O)NCC(c2ccc3c(c2)OCO3)N2CCN(c3ccc(F)cc3)CC2)c1 (centres undefined) | 0.3 | 0.1 | 2.4 | -0.7 | 0.0 | -7.9 | -3.5 | -3.5
O=C(CSc1nc2ccccc2c(=O)n1-c1ccccc1)Nc1ccc2c(c1)CCC2 | -4.4 | 0.1 | 0.8 | · | 10.3 | -6.2 | -8.9 | -1.2
Cc1ccc(NC(=O)CSc2ncn[nH]2)cc1S(=O)(=O)N1CCOCC1 | -4.5 | 0.0 | 3.3 | 2.4 | -2.1 | -16.6 | -7.0 | ·
COc1ccccc1NC(=O)c1cc2c(s1)-c1ccccc1S(=O)(=O)C2 | 0.8 | 0.0 | 4.3 | -5.2 | 3.9 | 0.2 | 5.6 | 6.0
Cc1ccc(-c2nnc(CCC(=O)N(C)Cc3nccs3)o2)s1 | 44.0* | 0.0 | -0.2 | 3.3 | 1.6 | -12.8 | -11.7 | ·
COc1ccccc1S(=O)(=O)N(C)C[C@@H]1Oc2cc(C#CCC(C)C)ccc2S(=O)(=O)N([C@@H](C)CO)C[C@H]1C | 4.7 | 0.5 | 2.1 | 0.4 | 3.4 | -20.0 | -6.6 | -13.0
COc1cc(/C=N/Nc2ccc([N+](=O)[O-])cc2S(=O)(=O)N2CCOCC2)cc(OC)c1OC | · | -0.2 | · | -0.2 | · | -3.4 | · | -7.8
Cc1ccc(NS(=O)(=O)c2ccc3[nH]c(=O)c(=O)[nH]c3c2)cc1Cl | · | 0.0 | -0.5 | -1.5 | 1.4 | -3.6 | 1.8 | ·
CC(C)CC#Cc1ccc2c(c1)O[C@H](CN(C)C(=O)c1cccc(F)c1)[C@@H](C)CN([C@H](C)CO)S2(=O)=O | -0.1 | 0.1 | -1.5 | 6.9 | 0.9 | -30.3 | 12.6 | -4.1
N#C[C@@H]1[C@H](c2ccc(C#Cc3ccccc3F)cc2)[C@@H](CO)N1C(=O)C1CCC1 | -67.7 | -0.1 | 4.3 | -7.1 | -1.4 | -3.6 | 12.1 | -13.3
O=C(CSc1nnc(NC(=O)c2ccccc2[N+](=O)[O-])s1)NC1CCCC1 | 9.5 | 0.0 | -2.2 | -6.1 | 0.8 | -5.6 | 6.5 | -3.3
COc1ccc(NC(=O)N(C)C[C@H]2Oc3ncc(-c4cccnc4)cc3C(=O)N([C@H](C)CO)C[C@@H]2C)cc1 | -1.9 | 0.9 | 3.5 | -7.4 | -2.9 | 9.2 | 1.9 | 3.7
Cc1ccc(CNC(=O)C2CCCN2C(=O)Nc2ccccc2)cc1 (centres undefined) | -5.4 | 0.0 | -2.2 | 0.2 | -3.1 | -1.8 | -7.4 | 6.0
O=c1oc(C2(O)CCCCC2)cc2ccc(-c3ccc4[nH]ccc4c3)cc12 | 21.3 | -0.2 | 7.3 | 6.6 | 1.1 | · | -3.1 | 0.5
COc1cccc(C#Cc2cnc3c(c2)C(=O)N([C@@H](C)CO)C[C@@H](C)[C@@H](CN(C)C(=O)C2CCCCC2)O3)c1 | -0.5 | 0.0 | -0.6 | -8.5 | -0.1 | 4.4 | 11.6 | -6.0
CC(=O)c1cc2c(cc1NC(=O)Cc1c(C)noc1C)OCO2 | 4.6 | 0.0 | -1.2 | 6.9 | -3.2 | · | -2.7 | 0.9
CC1O[C@@H](OC2C(COC3OC(CO)C(O)[C@H](O)C3O)OC(OC3CC[C@]4(C)C(CC[C@@]5(C)[C@@H]4CC=C4[C@@H]6CC(C)(C)CC[C@]6(CO)C(O)C[C@]45C)C3(C)C)C(O)C2O)C(O)C(O)C1O (some centres undefined) | -3.0 | 0.1 | -0.8 | -6.5 | -1.3 | -4.8 | -22.5 | -16.6
CN(C)c1ccc2c(c1)[C@H]1C[C@H](CC(=O)NCc3ccc(-c4ccccc4)cc3)O[C@@H](CO)[C@H]1O2 | 9.3 | 0.0 | -2.5 | 5.8 | · | -16.4 | · | -15.6
O=C(C[C@H]1CC[C@H]2[C@@H](COC[C@@H](O)CN2C(=O)c2cnccn2)O1)NCc1ccc(F)cc1 | -3.7 | 0.0 | 0.1 | -4.3 | -0.8 | 1.6 | -9.3 | -1.3
CC(C)CC#Cc1cnc2c(c1)C(=O)N([C@@H](C)CO)C[C@@H](C)[C@@H](CN(C)C(=O)c1cnccn1)O2 | 2.0 | -0.7 | 1.7 | -8.0 | -2.6 | -1.3 | -6.4 | -16.4
Cc1cc(C(=O)Nc2cccc3c2O[C@H](CN(C)S(=O)(=O)c2ccc(F)cc2)[C@H](C)CN([C@@H](C)CO)C3=O)n(C)n1 | -6.0 | 0.0 | -0.6 | -3.0 | -3.3 | 10.8 | 2.9 | -1.3
O=C1c2ccccc2C(=O)N1n1c(=O)[nH]c2ccccc2c1=O | 3.6 | · | · | -14.4 | · | 7.0 | · | 3.6
CSc1ccc(CN2CCC(C)(Oc3ccc(C(C)=O)cc3)C2)cc1 (centres undefined) | -0.7 | -0.1 | -1.2 | · | -1.6 | -25.6 | -29.5 | -11.3
CCN(c1ccccc1)S(=O)(=O)c1ccc(C(=O)NCC(c2ccccc2OC)N2CCCC2)cc1 (centres undefined) | -2.5 | 0.0 | -0.4 | · | -0.7 | -19.0 | -29.6 | -8.0
CC(C)(C)OC(=O)C[C@H]1C/C=C\C[C@H](CC(=O)N[C@H](CO)Cc2ccccc2)C(=O)N2CCC[C@H]2COC1=O | -0.8 | -0.1 | 3.7 | -3.2 | 5.7 | -6.5 | -10.3 | -5.3
CCCCN1CC(COc2ccccc2)Oc2cccc(F)c2S1(=O)=O (centres undefined) | 10.3 | 0.3 | -2.6 | -4.8 | 0.8 | -7.3 | -6.9 | 0.3
CCCC#Cc1cnc2c(c1)C(=O)N([C@@H](C)CO)C[C@H](C)[C@@H](CN(C)S(=O)(=O)c1cccc(OC)c1)O2 | 0.7 | -0.4 | 0.6 | -2.3 | 1.2 | -13.2 | 10.4 | -14.0
CS(=O)(=O)Nc1ccc2c(c1)[C@H]1C[C@H](CC(=O)NCC3CC3)O[C@H](CO)[C@H]1O2 | -0.2 | 0.1 | -1.1 | -3.4 | 1.6 | 27.1 | 8.0 | 1.9
CCOC(=O)C1CCN(C(=O)COc2ccc(N(C)S(=O)(=O)c3ccc(C)cc3)cc2)CC1 | · | 0.0 | -0.3 | 8.7 | 0.9 | -3.0 | -28.0 | ·
Cc1cccc(-c2ocnc2C(=O)Nc2ccccc2NC(=O)c2ccccn2)c1 | 1.4 | 0.1 | -0.9 | -4.3 | -1.4 | -0.8 | 8.4 | 5.2
C[C@H](CO)N1C[C@H](C)[C@H](CN(C)C(=O)NC2CCCCC2)Oc2ncc(-c3ccccc3)cc2C1=O | -8.1 | -0.9 | -3.2 | -3.1 | 0.3 | -8.1 | 3.2 | 6.4
O=C(NC1CCCCC1)C1CCCN(S(=O)(=O)c2ccc(F)cc2)C1 (centres undefined) | -0.7 | 0.0 | 0.1 | -15.3 | 1.1 | -0.8 | -8.2 | -1.1
CC(C)NC(=O)N[C@@H]1CC[C@@H](CC(=O)NCCCN(C)C)O[C@H]1CO | -0.2 | 0.5 | -0.6 | · | · | 6.5 | · | ·
O=C(NC1CC1)c1ccc2sc([C@@H]3O[C@H](CO)[C@H](O)[C@H](O)[C@H]3O)nc2c1 | 4.6 | -0.2 | 3.4 | · | 0.3 | 4.2 | -18.1 | 1.2

A different layout for part of the listing above:
| Molecule | esBAF inh | XiGFP reactiv | F508del corr | ARNT-TACC3 inh | ERAP1 inh | GSIS activator | RAD52 anneal inh | RAD54 branch |
| --- | --- | --- | --- | --- | --- | --- | --- | --- |
| O=C1c2ccccc2C(=O)N1n1c(=O)[nH]c2ccccc2c1=O | 3.6 | · | · | -14.4 | · | 7.0 | · | 3.6 |
| O=c1oc(C2(O)CCCCC2)cc2ccc(-c3ccc4[nH]ccc4c3)cc12 | 21.3 | -0.2 | 7.3 | 6.6 | 1.1 | · | -3.1 | 0.5 |
| C[C@H](CO)N1C[C@H](C)[C@H](CN(C)C(=O)NC2CCCCC2)Oc2ncc(-c3ccccc3)cc2C1=O | -8.1 | -0.9 | -3.2 | -3.1 | 0.3 | -8.1 | 3.2 | 6.4 |
